# HCMV inh = blocks human cytomegalovirus replication. HFF cells, HCMV-luciferase reporter, 72 h; active compounds read low. activity change, negative = inhibition, % at 57.5 µM. 4.5% of 410,000 active; in the data active = activity change below about -60%; inconclusive = no clear call, values can overlap the other calls; inactive = above about -39%
#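 Screen run at 2 compound doses on HFFs infected with reporter HCMV, MOI 1 PFU/cell. Luciferase activity from cell lysates at 72 h post infection gave inhibition relative to buffer-only and Salinomycin wells.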
# AMA1 RON2 block = AMA1-RON2 (P. falciparum) interaction inhibition | AlphaScreen AMA1-biotinylated RON2 peptide binding | Potency, µM (top dose mostly 58.2 µM), inactives show at the highest dose activity change, negative = inhibition, hits mostly inhibitors | 0.2% of 360,000 active;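 also: potency is read from the fitted curve at half-maximal effect; 0% = vehicle wells and -100% = peptide control; nearly all actives have a fitted effect of over 45% in size; some results filed as inactive show a strong effect at the top dose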
#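 AMA1 (3D7) with his tag at 25 nM final met compounds first, then biotinylated RON2 peptide at 25 nM; detection used donor plus acceptor beads, 10 µg/mL apiece, read by AlphaScreen after 30 min at room temperature.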
# Sm TGR block = S. mansoni TGR enzyme inhibition. Q962Y6. purified TGR, DTNB reduction, TNB absorbance 405 nm. Potency, µM (top dose mostly 114 µM), for the others: at the highest dose activity change, negative = inhibition, usual class: inhibitors. 3% of 360,000 active. AID 485364; also: potency is read from the fitted curve at half-maximal effect; nearly all actives have a fitted effect of over 60% in size
#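 TGR 20 nM + NADPH 100 uM (dispensed conc.), cpd preinc 15 min RT; start with NADPH (500 uM addition) then DTNB (15 mM addition). Kinetic TNB absorbance, 405 nm filter. Four-parameter Hill fit across titration.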
# LmPK inh = inhibitors of Leishmania mexicana pyruvate kinase; Q27686; purified LmPK, Kinase-Glo ATP luminescence, 1 h; Potency, µM (series often up to 57.5 µM), for inactives: at the top dose activity change, negative = inhibition, hits mostly inhibitors; 0.37% of 290,000 active; AID 1721; also: potency is read from the fitted curve at half-maximal effect
# Target sequence (Q27686 whole entry, looked up): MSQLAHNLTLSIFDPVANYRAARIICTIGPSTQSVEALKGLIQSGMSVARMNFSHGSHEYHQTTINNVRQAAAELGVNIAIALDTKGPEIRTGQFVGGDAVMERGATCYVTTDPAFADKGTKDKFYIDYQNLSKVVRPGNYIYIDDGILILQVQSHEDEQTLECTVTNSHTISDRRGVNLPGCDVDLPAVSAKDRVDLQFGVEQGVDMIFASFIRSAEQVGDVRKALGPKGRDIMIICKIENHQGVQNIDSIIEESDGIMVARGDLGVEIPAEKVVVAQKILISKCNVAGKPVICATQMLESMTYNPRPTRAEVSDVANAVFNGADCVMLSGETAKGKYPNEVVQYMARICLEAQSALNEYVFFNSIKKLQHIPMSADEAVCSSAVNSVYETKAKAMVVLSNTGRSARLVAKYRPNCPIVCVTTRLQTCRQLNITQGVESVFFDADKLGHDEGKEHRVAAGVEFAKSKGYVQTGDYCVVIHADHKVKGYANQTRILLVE
#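 Kinase-Glo luminescence read after 1 h RT reaction of 0.1 nM LmPK with 0.5 mM PEP and 0.1 mM ADP. Activity scaled between uninhibited and enzyme-free controls.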
# AmpC detergent = blocks E. coli AmpC beta-lactamase in detergent assay; P00811; AmpC hydrolysis of nitrocefin, absorbance 480 nm, 0.01% Triton; Potency, µM (highest dose often 114 µM), inactives show at the top dose activity change, negative = inhibition, actives largely listed as inhibitors; 0.041% of 370,000 active; AID 485294;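 also: potency is read from the fitted curve at half-maximal effect; 0% = no-compound wells and -100% = no-enzyme wells; nearly all actives have a fitted effect of over 25% in size; some results filed as inactive show a strong effect at the top dose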
# Target sequence (P00811 whole entry, looked up): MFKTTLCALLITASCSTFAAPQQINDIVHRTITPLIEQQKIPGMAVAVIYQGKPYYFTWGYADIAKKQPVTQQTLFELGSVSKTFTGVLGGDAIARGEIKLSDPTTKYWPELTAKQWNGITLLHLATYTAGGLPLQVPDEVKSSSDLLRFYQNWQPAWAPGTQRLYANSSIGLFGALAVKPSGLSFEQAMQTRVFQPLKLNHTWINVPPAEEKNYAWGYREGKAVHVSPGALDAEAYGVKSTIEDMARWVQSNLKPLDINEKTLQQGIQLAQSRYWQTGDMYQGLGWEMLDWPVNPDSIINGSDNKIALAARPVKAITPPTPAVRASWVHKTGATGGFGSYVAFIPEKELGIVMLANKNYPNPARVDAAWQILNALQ
#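 20 mM phosphate pH 7.0 + 0.01% (detergent screen) or 0.0001% Triton X-100; 5.3 nM AmpC reagent; cpd preinc 15 min RT; nitrocefin (800 uM stock) to start; A480 q20 s × 4 min; Activity was normalised to no-enzyme and no-compound control wells.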
# Tb PYK inh = inhibitors of Trypanosoma brucei pyruvate kinase; Q57TT1; TbPYK enzyme, Kinase-Glo Plus ATP luminescence, 45 min; Potency, µM (series often up to 76.8 µM), for inactives: at the highest dose activity, negative = inhibition, hits mostly inhibitors; 0.12% of 410,000 active; also: potency is read from the fitted curve at half-maximal effect; nearly all actives have a fitted effect of over 50% in size
#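 Quantitative HTS: titrated library compounds versus trypanosomal pyruvate kinase in TEA buffer (pH 7.2) containing KCl, MgCl2, BSA and Tween-20. Reactions were initiated with ADP, 130 uM final. Kinase-Glo Plus luminescence was read after 45 min at RT.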
# AmpC inh no detg = AmpC beta-lactamase inhibition without detergent | 0.52% of 330,000 active | AmpC nitrocefin hydrolysis, absorbance 480 nm, 0.0001% Triton | Potency, µM (doses to about 57.1 µM), without a hit: at the top dose activity change, negative = inhibition, most hits filed as inhibitors | P00811 | AID 485341;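 also: potency is read from the fitted curve at half-maximal effect; plate controls were no compound for no effect and no enzyme for full effect; nearly all actives have a fitted effect of over 20% in size; some results filed as inactive show a strong effect at the top dose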
#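 AmpC (5.3 nM in the dispensed reagent) in 20 mM phosphate pH 7.0 with 0.01% (detergent screen) or 0.0001% Triton X-100 was preincubated with compounds for 15 min at room temperature. Nitrocefin was then added from an 800 uM solution, and hydrolysis was followed at 480 nm.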
# * marks the source's active call; other numbers are inactive results; ? = inconclusive; . = no result given; & = joins results of further samples; [ ] = another dose, or the depositor's remark. Unless noted, calls follow the shape of the dose curve; as a rule, active = well fitted curve in the direction sought with a large enough effect; inconclusive = small, poorly fitted or top-dose-only effect, or another doubt; inactive = no such curve, though single readings can be large; an effect the other way counts as inactive or inconclusive. Unless noted, % is scaled to controls: 0 for no effect and ±100 for the full control effect.
# Sample of the layout:
Molecule	HCMV inh	AMA1 RON2 block	Sm TGR block	LmPK inh	AmpC detergent	Tb PYK inh	AmpC inh no detg
CC(C)CC(=O)N1CCN(Cc2ccc(Cl)cc2)CC1	34	5%	-19%	-1%	?	17%	12%
Cc1ccc(S(=O)(=O)N2CCOCC2)cc1C(=O)Nc1ccc(N2CCCCCC2)cc1	-64*	?	1%	.	-4%	-12%	113%[activator]

# The list itself, previewed entries included:
Molecule	HCMV inh	AMA1 RON2 block	Sm TGR block	LmPK inh	AmpC detergent	Tb PYK inh	AmpC inh no detg
CC(C)CC(=O)N1CCN(Cc2ccc(Cl)cc2)CC1	34	5%	-19%	-1%	?	17%	12%
Cc1ccc(S(=O)(=O)N2CCOCC2)cc1C(=O)Nc1ccc(N2CCCCCC2)cc1	-64*	?	1%	.	-4%	-12%	113%[activator]
Cc1cc(C(=O)NC2CCCCCCC2)ccc1[N+](=O)[O-]	79	-3%	.	.	.	-2%	.
CCOC(=O)CCCc1ccc(/C(C)=N/NC(N)=S)cc1	-23	36%[activator]	-25%	4%	-7%	-13%	-35%
COc1ccccc1CCc1nnc(CCC(=O)NC(C)Cc2cccs2)o1 (stereo not given)	-22	4%	-12%[57.1 µM]	-5%	-4%	-3%	60%[activator]
COc1cc2c(c(OC)c1OC)-c1c(cc3c(c1O)OCO3)C[C@@H](C)[C@@H](C)C2	?	-16%	13%	0%	-2%	1%	146%[activator]
O=C(COc1ccc(Cl)cc1)Nc1ccc(Cl)cn1	-10	1%	0%	1%	-13%	2%	-30%
CCc1nnc(NS(=O)(=O)c2ccc(NC(=O)c3cccc(OC(F)(F)C(F)F)c3)cc2)s1	20	0%	.	.	.	-17%	.
Cc1cccc2c(CC(=O)O)noc12	27	-5%	3%	3%	?	-15%	-29%
CC(C)n1cc(C(=O)N(CC(=O)NC(C)(C)C)Cc2ccccc2)cn1	13	11%	-26%	2%	?	0%	-9%
CCN(c1ccc(NC(=O)COC(=O)c2ccc(C)s2)cc1)C(C)C	26	-15%	-17%	2%	-5%	-21%	-40%
O=C(c1ccc(-c2ccc([N+](=O)[O-])cc2)o1)N1CCN(S(=O)(=O)c2cccs2)CC1	-61*	-3%	-3%	.	4%	-21%	-21%
Cc1cnc(C(=O)OCC(=O)Nc2ccc(C)c(S(=O)(=O)N(C)C)c2)cn1	-13	-3%	3%	-4%	0%	-1%	-7%
CCN(CC)C(=S)NC(=O)C12CC3CC(CC(C3)C1)C2	-5	21%	-17%	5%	2%	-4%	-16%
CCOc1ccc(N2C(=O)CN(c3cccc4ccccc34)C2=S)cc1	28	-2%	0%	-10%	-3%	0%	10µM*
CNC(=O)c1cc(C(=O)c2ccc(C(F)(F)F)cc2F)c[nH]1	-15	6%	13%	-14%	?	-1%	-5%
COc1ccc(NC(=O)N(C)C[C@H]2Oc3ccc(NC(=O)Cc4ccccc4)cc3CC(=O)N([C@H](C)CO)C[C@H]2C)cc1	3	-9%	.	.	.	2%	164%[activator]
Cc1ccc(CSCc2ccc(C(=O)NCCC(C)C)o2)cc1	-32	11%	-25%	-7%	-8%	10%	-5%
Cc1[nH]c(N=Nc2ccccc2)nc1N=Nc1ccccc1	-37	-35%	4%	-6%	-11%	-14%	-48%
CCCCN(C(=O)c1cccc(-n2cccc2)c1)c1c(N)n(CCCC)c(=O)[nH]c1=O	-12	-10%	0%	.	-3%	-3%	-19%
Cc1cc(SCC(=O)N/N=C/c2ccc(O)c(O)c2)nc2ccccc12	-16	-4%	-40%	13%	-11%	-5%	-47%
O=c1ccc(-c2ccc(S(=O)(=O)Nc3cccc([N+](=O)[O-])c3)s2)n[nH]1	-24	-1%	3%	0%	-2%	40%[activator]	-22%
Cc1cccc(OCC(=O)NC(=S)Nc2ccc(S(=O)(=O)NC3CCCCC3)cc2)c1	-18	18%	0%	-7%	?	-15%	-33%
CCOc1ccccc1NC(=S)N1CCN(c2cccc(OC)c2)CC1	-23	-12%	-4%	-2%	-3%	2%	-18%
OC(c1ccc(F)cc1)c1nc(/C=C/c2ccccc2)cs1 (stereo not given)	96	13%	.	.	.	0%	.
O=C(O)CNc1ccccc1C(=O)O	5	0%	-13%	7%	-6%	6%	-4%
COc1ccc(OC)c(S(=O)(=O)N(C)CC(=O)Nc2ccc3c(c2)OCO3)c1	-36	-1%	-18%	2%	-7%	9%	-19%
C=CCn1c(O)c(/C=C/C=Nc2ccccc2)c(=O)[nH]c1=O	21	-6%	-3%	1%	-6%	14%	-17%
CC(C)Sc1nc2ncnc(N)c2[nH]1	-21	7%	-15%	-8%	7%	14%	-4%
CC1(C)CC(=O)C2=C(C1)OC1=C(C(=O)CC(C)(C)C1)C2c1cc([N+](=O)[O-])cc([N+](=O)[O-])c1O	-22	-14%	-32%[57.1 µM]	1%	?	-21%	-16%
Cc1ccc(-c2oc3ncnc(N)c3c2-c2ccc(C)cc2)cc1	-36	0%	-9%	2%	-4%	3%	-22%
COc1ccc(NC(=O)C(NC(=O)c2ccc(=O)[nH]c2)c2ccc(C)cc2)cc1 (stereo not given)	13	2%	-1%	-3%	-8%	-4%	-35%
O=C(N/N=C/c1cccc(O)c1)N/N=C/c1cccc(O)c1	27	-1%	-2%	1%	-9%	-15%	-37%
CCC(C)OC(=O)n1ccc(C(=O)Nc2nccs2)n1 (stereo not given)	14	37%[activator]	-3%	3%	?	-3%	-14%
C/C(=N\NC(=O)C(N)=O)c1ccc(NC(=O)c2cccs2)cc1	22	-18%	.	1%	5%	1%	-13%
COc1cccc(Nc2nc(N)c([N+](=O)[O-])c(N3CCOCC3)n2)c1	59	-3%	-3%	4%	-8%	0%	-38%
Cc1cccc(OCc2nnc(SCC(=O)N3CCc4ccccc43)n2C)c1	-2	-20%	-11%	1%	-19%	4%	43%
CN(Cc1ccco1)C(=O)C(Cc1ccccc1)NS(=O)(=O)c1ccc2c(c1)CCC(=O)N2 (stereo not given)	15	-6%	40µM*	-2%	-11%	-4%	-5%
COc1cccc(CN2CCNC(=O)C2CC(=O)NCCCN2CCCC2=O)c1 (stereo not given)	-23	8%	18µM*	-3%	?	-4%	81%[activator]
CCOC(=O)C1=CC[C@@H](c2ccncc2)N(S(=O)(=O)c2ccc(C)cc2)C1	14	-2%	.	.	.	0%	.
Cc1ccc(-n2c(SCC(N)=O)nc3c(oc4ccccc43)c2=O)cc1	-25&-25	6%	27%&-1%	7%	7%&17%	-12%&-1%	-18%
CC(=O)Nc1ccc(NS(=O)(=O)c2cc(-c3cnc(C4CC4)o3)ccc2C)cc1	14	-2%	-11%	-1%	1%	0%	-19%
Cc1ccnc(NC(=O)CCC2CCCCC2)c1	71	-8%	11%	-23%	-1%	-5%	-28%
CC12C=CC3(CN(Cc4ccccc4)C(=O)C3C1C(=O)NCc1ccco1)O2 (stereo not given)	3	26%	-90%	-1%	2%	1%	-2%
O=C(O)COC(=O)C1C(c2ccccc2)C(C(=O)O)C1c1ccccc1 (stereo not given)	-29	-15%	.	1%	5%	3%	-9%
Cc1ccc(S(=O)(=O)NC2=NCN(CCOC(=O)c3ccccc3)CN2)cc1	6	-4%	4%	3%	-2%	-2%	2%
Cc1c(Cl)cccc1NC(=O)C1C2C=CC(C2)C1C(=O)O (stereo not given)	2	3%	5%	-4%	?	-8%	-7%
O=C(c1cccc(Cl)c1)C1CCCN(Cc2ccc(N3CCNC3=O)cc2)C1 (stereo not given)	-15	3%	.	-3%	-14%	-7%	55%
NC(=O)[C@@H]1[C@@H]2C(=O)N(c3ccc(F)cc3)C(=O)[C@@H]2[C@H]2C=Cc3ccccc3N21	48	4%	32µM*	-6%	-6%	-17%	31%
C#CCOCCOCCOCCNc1nc(N2CCN(C(=O)[C@H]([C@@H](C)CC)n3cc([C@@H](N)Cc4ccc(O)cc4)nn3)CC2)nc(N2CCN(C(=O)[C@H](Cc3cc4ccccc4[nH]3)n3cc([C@@H](N)C(C)CC)nn3)CC2)n1 (stereo not given in full)	.	.	?	5%	8%	.	208%[activator]
O=c1c2cn[nH]c2[nH]c(=S)n1-c1ccccc1	20	32%[activator]	-8%	?	-2%	?	-11%
COc1cc(N(CCCn2cnc3c(SC)ncnc32)CCCn2cnc3c(SC)ncnc32)cc(OC)c1OC	-8	-1%	.	.	.	5%	.
NCCCC[C@H]1CN=C(N)N1CCc1cccc2ccccc12	15	8%	.	.	.	-4%	.
COc1ccc(-c2nc(SC)n(C(=O)c3ccco3)n2)cc1	26	9%	1%	-6%	-1%	-4%	-2%
Cc1cc(NC(=O)CN(C)S(=O)(=O)c2cnc[nH]2)ccc1Br	38	-1%	-8%	5%	2%	0%	-11%
CN(C)CCCNc1nc2cc(-c3cnn(Cc4ccccc4)c3)sc2c(=O)n1C	6	-12%	.	.	.	-1%	.
COc1ccc2c(Sc3ccc(C)cc3)c(C(=O)NC(C)c3ccccc3)[nH]c2c1 (stereo not given)	-5	.	5%	.	2%	4%	.
O=C(Nc1ccc(Br)cc1)C1CCC(=O)N1Cc1ccccc1Cl (stereo not given)	-17	6%	5%	5%	-3%	-6%	16%
COc1cc(CC(=O)OCC(=O)NCc2cccs2)cc(OC)c1OC	-18	-10%	.	.	.	-5%	-14%
CCOC(=O)CNC(=S)N1CCn2c(nc3ccccc32)C1	7	9%	-1%	3%	?	8%	-11%

# The list continues.
Molecule	HCMV inh	AMA1 RON2 block	Sm TGR block	LmPK inh	AmpC detergent	Tb PYK inh	AmpC inh no detg
CCN(CC)S(=O)(=O)c1ccc2c(c1)nc(CCC(=O)OCC(=O)Nc1c(F)cccc1F)n2C	12	-5%	-12%	-2%	-18%	-16%	-2%
O=C(Nc1ccc2c(c1)OCCO2)c1c(Cl)cccc1Cl	-85*	-11%	.	.	.	2%	.
COC(=O)c1cccc(F)c1C(=O)c1cccc2ccccc12	-30	11%	.	.	.	0%	.
Cc1ccc(NC(=O)C2CCCN(c3nnc(-n4c(C)ccc4C)s3)C2)cc1Cl (stereo not given)	1	.	?	.	20%	0%	.
O=C(NCc1ccc2c(c1)OCO2)c1ccc(CSCc2ccccc2Cl)o1	10	10%	1%	-1%	-10%	3%	?

# No enrichment for hits (roughly 7.4% active in at least one column).
